RXFP1 agonist: qHTS Assay for Agonists of the Relaxin Receptor RXFP1; Relaxin receptor 1 (Homo sapiens), Q9HBX9; HEK293T-RXFP1 cAMP TR-FRET, 30 min; response scale: percent of porcine relaxin response, buffer zero; Potency, µM (highest dose often 57.5 µM), inactives show at the highest dose activation, hits mostly activators; 0.3% of 370,000 active; also: potency is read from the fitted curve at half-maximal effect; % is scaled to controls: 0 for no effect and ±100 for the full control effect; nearly all actives have a fitted effect of over 60% in size; many of its hits are not listed in these tables
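cAMP rise read by TR-FRET after 30 min, 37C compound exposure (up to 58 uM) in RXFP1-transfected HEK293 cells with Ro 20174 present. EC50 from Hill-equation fits, with 29 nM porcine relaxin as 100% and buffer as basal.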
RXFP1 antagonist: qHTS Assay for Antagonists of the Relaxin Receptor RXFP1. Relaxin receptor 1 (Homo sapiens), Q9HBX9. HEK293-RXFP1, relaxin-stimulated cAMP HTRF, 30 min; hits give low values. activity change, negative = inhibition, % at 57.5 µM. 0.59% of 350,000 active;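 active = activity change of -60% or lower, but not beyond a set lower limit; inconclusive = change between -60% and -40%, or beyond the set limit; inactive = change above -40%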; also: % is scaled to controls: 0 for no effect and ±100 for the full control effect
Glioma ERSR ind: qHTS for Inducers of the Endoplasmic Reticulum Stress Response (ERSR) in Human Glioma: qHTS; 0.02% of 420,000 active; Potency, µM, inactives show at the top dose activation, actives largely listed as activators; U87-MG GRP78 promoter luciferase reporter, 16 h; also: potency is read from the fitted curve at half-maximal effect; series mostly up to about 76 µM; % of control where 0% means no effect; nearly all actives have a fitted effect of over 35% in size
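Stably transfected U87-MG glioma cells carrying a GRP78-based luciferase sensor; 16 h compound incubation. Luminescence end-point read 10 min after Bright-Glo addition at room temperature.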
D2 PAM: HTS Assay for Positive Allosteric Modulators of the Human D2 Dopamine Receptor: Primary Screen for Potentiators. D(2) dopamine receptor (Homo sapiens), P14416. HEK293 T-REx D2, calcium flux, EC20 dopamine potentiation. potentiation, % at 10 µM. 0.34% of 340,000 active. AID 485347, 2010;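 active = potentiation over 3 SD above the plate norm, cut at about 30% in these data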; also: 0% is about no effect
Target sequence (P14416 whole entry, looked up): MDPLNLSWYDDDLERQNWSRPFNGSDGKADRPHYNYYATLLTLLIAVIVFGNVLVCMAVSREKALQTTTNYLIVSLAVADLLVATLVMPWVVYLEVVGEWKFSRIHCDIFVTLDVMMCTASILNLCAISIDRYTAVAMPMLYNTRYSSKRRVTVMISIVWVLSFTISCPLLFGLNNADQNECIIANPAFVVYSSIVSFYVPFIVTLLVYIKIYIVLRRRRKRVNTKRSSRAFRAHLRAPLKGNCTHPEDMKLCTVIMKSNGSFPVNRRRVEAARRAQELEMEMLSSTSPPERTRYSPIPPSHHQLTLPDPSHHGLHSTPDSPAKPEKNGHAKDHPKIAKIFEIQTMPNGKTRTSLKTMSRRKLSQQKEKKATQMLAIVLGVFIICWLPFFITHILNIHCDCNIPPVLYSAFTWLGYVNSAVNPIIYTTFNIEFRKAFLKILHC
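Using a no-wash calcium dye in inducible, force-coupled HEK293 Trex cells expressing D2, we tracked fluorescence each second for 180 s after compound, then for 180 s after EC20 dopamine to detect augmented signalling.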
Vif-A3G inh: qHTS for Inhibitors of Vif-A3G Interactions: qHTS | Potency, µM (titrated, usually from 46.1 µM), without a hit: at the highest dose activity, negative = active, usual class: inhibitors | 0.076% of 410,000 active | AID 602310, 2012 | DNA dC->dU-editing enzyme APOBEC-3G (Homo sapiens), Q9HC16 | HeLa A3G-eYFP + Vif (tagged APOBEC3G with the HIV-1 protein that degrades it), YFP fluorescence, overnight;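 also: potency is read from the fitted curve at half-maximal effect; % is scaled to controls: 0 for no effect and ±100 for the full control effect; nearly all actives have a fitted effect of over 60% in size; hits raise eYFP signal because A3G escapes Vif-driven loss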
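Read-out is eYFP fluorescence (Ex 488/Em 500-530) from Vif-expressing HeLa A3G-eYFP cells; more signal means A3G escaped Vif-mediated degradation. Cells plated overnight, compound pinned in, incubated overnight at 37 deg C.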
D1 ag: Allosteric Agonists of the Human D1 Dopamine Receptor: qHTS; D(1A) dopamine receptor (Homo sapiens), P21728; HEK293 T-REx D1 cells, calcium flux, agonist mode; activation, % at 2 µM; 1% of 360,000 active; in the data active = activation above about 30%; also: 0% is about no effect
Target sequence (P21728 whole entry, looked up): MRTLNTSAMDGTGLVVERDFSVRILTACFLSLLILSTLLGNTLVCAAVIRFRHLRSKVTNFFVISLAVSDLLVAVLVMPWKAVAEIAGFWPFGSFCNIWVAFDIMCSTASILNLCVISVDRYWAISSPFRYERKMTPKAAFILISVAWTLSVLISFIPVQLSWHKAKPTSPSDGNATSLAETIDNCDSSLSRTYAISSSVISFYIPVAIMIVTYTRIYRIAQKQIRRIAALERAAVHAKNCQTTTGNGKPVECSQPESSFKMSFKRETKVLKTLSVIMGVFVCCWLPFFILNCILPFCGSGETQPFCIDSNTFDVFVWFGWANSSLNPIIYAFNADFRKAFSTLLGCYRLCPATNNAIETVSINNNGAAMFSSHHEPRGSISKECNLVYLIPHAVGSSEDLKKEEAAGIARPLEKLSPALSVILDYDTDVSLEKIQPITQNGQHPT
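Tetracycline-induced HEK293 TREx D1 cells, force-coupled to calcium signalling, were dye-loaded with a no-wash calcium kit. Compound was pin-added after a 10 s baseline. Fluorescence was read kinetically at 1 cycle/s for 180 s, with calcium rises flagged as agonism.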
D1 antagonist: Antagonist of Human D 1 Dopamine Receptor: qHTS; HEK293 TREx D1 cells, calcium flux, dopamine EC80; hits give low values; activity change, negative = inhibition, % at 10 µM; 3.2% of 360,000 active; AID 504652, 2011; in the data active = activity change below about -30%; also: % is scaled to controls: 0 for no effect and ±100 for the full control effect
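HEK293 T-REx cells expressing inducible, force-coupled D1 receptor; no-wash Ca dye, 30–90 min RT. Cmpd → 180 s read at 1 Hz → EC80 DA → 180 s read.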
D1 potentiator: Potentiators of Human D1 Dopamine Receptor: qHTS | D(1A) dopamine receptor (Homo sapiens), P21728 | HEK293 TREx D1 cells, calcium flux, dopamine EC20 potentiation | potentiation, % at 10 µM | 0.036% of 360,000 active | AID 504651, 2011; in the data active = potentiation above about 30%; also: 0% is about no effect
Vif-A3F inh: qHTS for Inhibitors of Vif-A3F Interactions: qHTS. 0.2% of 390,000 active. HeLa A3F-eYFP + Vif (tagged APOBEC3F with the HIV-1 protein that degrades it), YFP fluorescence increase. AID 602313, 2012. Potency, µM (highest dose often 46.1 µM), for inactives: top-dose activity, negative = active; also: potency is read from the fitted curve at half-maximal effect; % of control where 0% means no effect; nearly all actives have a fitted effect of over 65% in size
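HeLa cells stably expressing Vif plus C-terminally eYFP-tagged A3F were seeded, incubated overnight at 37 deg C, dosed with compound, incubated overnight again at 37 deg C. Yellow fluorescence (Ex 488/Em 500-530) reported blocked Vif-mediated A3F-eYFP degradation.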
Active calls of the source: *; ? = inconclusive; . = no result given; & = joins results of further samples. Unless noted, calls follow the shape of the dose curve; as a rule, active = well fitted curve in the direction sought with a large enough effect; inconclusive = small, poorly fitted or top-dose-only effect, or another doubt; inactive = no such curve, though single readings can be large; an effect the other way counts as inactive or inconclusive.

SMILES | RXFP1 agonist | RXFP1 antagonist | Glioma ERSR ind | D2 PAM | Vif-A3G inh | D1 ag | D1 antagonist | D1 potentiator | Vif-A3F inh
CCCCCCn1c(N)c(C(=O)NCCN2CCOCC2)c2nc3ccccc3nc21 | 0.7% | -9 | -15% | . | -8% | 5 | -25 | -11 | -2%
CCC(=O)N1N=C2C3CCN(CC3)C2C1c1ccc(C)cc1 (centres undefined) | 2.1% | 4 | -3% | 6 | -1% | 0 | -9 | 2 | -6%
O=C(Cc1cc(=O)oc2cc(O)ccc12)NN=Cc1ccc(N(CCCl)CCCl)cc1 | . | ? | 4% | . | -13% | . | . | . | ?
Fc1ccccc1CCNCc1ccccc1 | 1.8% | -15 | -3% | -7 | 0% | 24 | 12 | -12 | ?
CCC1(Cc2ccccc2)C(=O)NC(=S)N(C)C1=O (centres undefined) | . | -4 | -5% | . | -4% | . | . | . | 2%
Cc1cccc(NC(=O)Cn2cc(C(=O)c3ccccc3)c3ccccc32)c1C | 3.7% | -15 | -1% | -4 | 4% | 4 | -18 | -3 | 0%
CSc1ccccc1C(=O)C1CCCN(Cc2cccc(C)n2)C1 (centres undefined) | -0.7% | -9 | -4% | -17 | 5% | 3 | 7 | 4 | -27%
C/C(Cl)=C/CC1(CN2CCCC2=O)C(=O)NC(=O)NC1=O | -2.5% | 1 | -4% | 4 | 1% | 3 | -19 | 1 | -2%
O=C(Nc1cccc(Cl)c1)N1C[C@H]2C[C@@H](C1)c1cccc(=O)n1C2 | 1.7% | . | -4% | 18 | 2% | 0 | 4 | -4 | -6%
CCCCCn1c(=O)c(C(=O)NCc2ccc(Cl)cc2)c(O)c2ccccc21 | 0.8% | -1 | -3% | 9 | -4% | 1 | 0 | -2 | -7%
c1ccc(C2CN3CCC2CC3)cc1 (centres undefined) | 0.1% | -19 | -8% | . | -4% | 0 | 3 | -9 | 1%
c1ccc2c(c1)CSc1ccccc1C2C1=NCCN1 (centres undefined) | -0.4% | -7 | -4% | 0 | -6% | 6 | -11 | 0 | -13%
O=C(O)[C@H]1NC[C@H]2C[C@H]21 | -1.2% | 2 | -5% | 4 | 2% | 3 | -1 | 3 | 4%
C=CCn1c(O)c(C=Nc2ccc(N(CC)CC)cc2)c(=O)[nH]c1=O | -0.8% | -29 | -1% | . | ? | 31* | -5 | -4 | ?
CC(C)Oc1ccc(CCN)cc1Cl | 1.7% | . | 1% | -6 | 2% | 13 | 29 | -3 | 6%
CC(=O)Nc1ccccc1C(=O)OCC(=O)c1ccc2ccccc2c1 | 0.3% | 30 | -1% | -2 | 1% | 23 | 6 | -8 | 0%
CCOP(=O)(Oc1ccccc1)c1c([N+](=O)[O-])cc(C(F)(F)F)cc1[N+](=O)[O-] (centres undefined) | -0.9% | 9 | -1% | -1 | 0% | 6 | -4 | -8 | -9%
O=c1cccc2n1CC1CNCC2C1 (centres undefined) | 0.9% | . | -4%&-4%&-5% | -7 | 3% | 1 | -23 | -1 | 6%
O=C(Nc1ccccc1)c1cccn(Cc2ccccc2)c1=O | 2.0% | -13 | 8% | 6 | 0% | 5 | -4 | 5 | ?
O=c1cccc2n1CC1CC2CN(Cc2cccc(Cl)c2Cl)C1 (centres undefined) | 0.2% | -22 | -3% | 3 | 0% | 3 | -1 | 7 | 0%

Some values from the results shown.
`O=c1cccc2n1CC1CNCC2C1` (centres undefined) in D1 ag is listed with 1
`C=CCn1c(O)c(C=Nc2ccc(N(CC)CC)cc2)c(=O)[nH]c1=O` in D1 potentiator is listed with -4

(next part)
SMILES | RXFP1 agonist | RXFP1 antagonist | Glioma ERSR ind | D2 PAM | Vif-A3G inh | D1 ag | D1 antagonist | D1 potentiator | Vif-A3F inh
CCN(CC)CCCNC(=O)c1c(O)c2ccccc2n(Cc2ccccc2)c1=O | -0.9% | -21 | -10% | -17 | -1% | 7 | 13 | -1 | -17%
Nc1ccc(Cl)c(Cl)c1 | . | 0 | -4% | . | 2% | . | . | . | 0%
CC(=O)N(C)C1=Nc2ccc(Cl)cc2C(c2ccccc2)=[N+]([O-])C1 | . | 5 | -3% | . | -1% | . | . | . | 5%
CCOC(=O)C(O)(c1ccc(NC(=O)Oc2ccccc2)cc1)C(F)(F)F (centres undefined) | 2.2% | . | -3% | 27 | 0% | 0 | -23 | 1 | 4%
Cc1ccc(Sc2ccc(C=C3C(=O)N(C)C(=O)N(C)C3=O)o2)cc1 | 1.9% | -23 | -2% | -9 | 0% | 3 | -9 | 5 | 1%
CCCCCC[N+](=O)[O-] | 0.6% | . | -3% | 2 | 0% | 1 | . | -3 | 1%
CCN(C(=O)COC(=O)c1cc(C)n(C2CC2)c1C)c1ccccc1 | -0.6% | -8 | -3% | 4 | 1% | 4 | 3 | -1 | -3%
COCCO[C@H]1CCC2C3CC=C4C[C@@H](O)CC[C@]4(C)C3CC[C@@]21C (some centres undefined) | . | -5 | -7% | . | 0% | . | . | . | -1%
Cc1cc(NC(=O)c2cccn(Cc3cccc(Cl)c3)c2=O)no1 | ? | . | -2% | 14 | -1% | 3 | 9 | -3 | -4%
CCOc1cc(C)cc2oc(=O)c3c(c12)CCCC3 | ? | 13 | -3% | -11 | 0% | 2 | 2 | 3 | -8%
CC(Cc1ccccc1)NC=O (centres undefined) | 0.5% | . | -2%&-2% | -11 | 1% | 1 | -3 | 0 | 0%
O=[N+]([O-])c1cc(O)c(O)c([N+](=O)[O-])c1 | -3.2% | . | -2%&-3%&-2%&0% | -7 | 3% | -1 | -41* | -2 | -3%
COC(=O)C1=C(c2ccc(OCc3ccccc3)cc2)C[C@@H]2CC[C@H]1N2C(=O)NCc1cccc(C(F)(F)F)c1 | 1.3% | . | -6% | 9 | 6% | 3 | . | -1 | 2%
CCCC(C)C1(CC)C(=O)NC(=Nc2ccccc2)NC1=O (centres undefined) | -4.6% | 3 | -2% | -1 | -2% | 5 | 2 | -6 | 10%
Cc1c(N=Nc2c(O)[nH]c(=O)[nH]c2=O)c(=O)n(-c2ccccc2)n1C | -4.8% | 2 | 0% | 3 | 1% | 5 | -13 | -6 | -3%
COC(=O)CN1C(=O)CN=C(c2ccccc2Cl)c2cc(Br)ccc21 | 0.2% | -17 | 1% | -2 | 0% | 1 | 7 | 0 | -2%
NP(=O)(OCCCc1ccccc1)Oc1ccccc1Cl (centres undefined) | -3.4% | . | -1% | -5 | -8% | 7 | 1 | -2 | 4%
CN1CCN(c2cc(N3CCCCCC3)c(F)cc2[N+](=O)[O-])CC1 | 3.0% | -32 | 0% | -2 | 5% | 3 | 4 | -4 | -1%
Nc1nc(N)c2cnnn2n1 | . | 7 | 0% | . | -1% | . | . | . | 1%
CCCCn1c(O)c(C(CC)=Nc2ccc(OC)cc2OC)c(=O)[nH]c1=O | 5.2% | -15 | 3% | -2 | -20% | 7 | 2 | -10 | 0%
CCCCCCn1c(O)c(C=NCCN2CCCCC2)c(=O)[nH]c1=O | 0.3% | -9 | -5% | -6 | -1% | -3 | 4 | -1 | -10%
COc1ccccc1NC(=O)N(Cc1ccc2c(c1)OCO2)C1CCN(Cc2ccccc2)CC1 | 1.3% | -18 | -3% | -26 | 2% | 4 | -2 | -3 | 4%
O=C1c2ccccc2C(=O)N1Cc1nc2ccccc2c(=O)n1-c1ccc(Br)cn1 | 0.1% | 3 | -1% | . | -1% | 5 | 9 | -2 | 1%
Cc1nc2ncnn2c(C)c1CCC(=O)N1CCC2(CC1)OCCO2 | 9.8% | 27 | 0% | -2 | 1% | 4 | 11 | -2 | -3%
CC1CCN(C(=O)COC(=O)c2cn(C)c3ccccc23)CC1 | 1.4% | 9 | 5% | -18 | -1% | 2 | 12 | 0 | 7%
O=C(NCC1=C(c2ccc3ccccc3c2)C[C@@H]2CC[C@H]1N2Cc1ccco1)c1nccs1 | . | -3 | -1% | . | 1% | . | . | . | -2%
CC(C)N1C(=O)NC(=O)C2(Cc3cc([N+](=O)[O-])ccc3N(C)C2c2ccccc2)C1=O (centres undefined) | -1.2% | -22 | -2% | 5 | -5% | 2 | 3 | 2 | 2%
O=C(COc1ccccc1)c1cn(Cc2ccccc2)c2ccccc12 | 0.3% | -1 | -1% | -10 | ? | 30* | -21 | -9 | -4%
COC(=O)C1=C(c2ccc(OC)c(OC)c2)C[C@@H]2CC[C@H]1N2C(=O)N1CCCC1 | 0.0% | . | -4% | -8 | 2% | 2 | -4 | -4 | 2%
O=C(CNC(=O)c1ccccc1Cl)Nc1ccc(Br)cc1C(=O)c1ccccc1 | -1.9% | 12 | -5% | -8 | -1% | 1 | 11 | 7 | -5%
CN(C)C(=O)Oc1ccc(-c2nnco2)cc1 | 0.7% | 5 | -3% | 6 | 0% | 1 | -10 | . | 0%
Cc1cccc(CCNCc2cc3ccc(C)cc3[nH]c2=O)c1 | 1.7% | -3 | -1% | -21 | -5% | 21 | -11 | -2 | -2%
COc1cccc(CNCCc2ccc3c(c2)OCO3)c1OC | -1.2% | -1 | -4% | -11 | 0% | 7 | -2 | -9 | -21%
O=C1NC(=O)N(c2ccccc2)C(=O)/C1=C\c1ccc2c3c(cccc13)CC2 | -3.0% | . | . | -8 | . | 2 | -8 | -2 | .
O=C1CN=C(c2cccs2)c2c(sc3c2CCCC3)N1 | 0.6% | -22 | -5% | . | ? | 0 | -8 | -8 | -10%
Cc1cccc(Cn2cccc(C(=O)Nc3nc4ccccc4s3)c2=O)c1 | 21% | . | -1% | -2 | 6% | 1 | . | -2 | -12%

Only part of the results is shown, so the mix of outcomes need not match the whole.
